RXFP1 ag: agonists of human relaxin receptor RXFP1. Q9HBX9. Potency, µM (highest dose often 57.5 µM), for the others: top-dose activation, most hits filed as activators. HEK293T-RXFP1 cAMP TR-FRET, 30 min; response scale: percent of porcine relaxin response, buffer zero. AID 2676. 370,000 compounds, 0.3% hits; also: % is scaled to controls: 0 for no effect and ±100 for the full control effect; nearly all actives have a fitted effect of over 60% in size; many of its hits are not listed in these tables
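HEK293 cells stably expressing RXFP1, treated 30 min at 37C with compounds plus PDE4 inhibitor Ro 20174; cAMP measured by HTRF TR-FRET. Normalized to buffer and 29 nM porcine relaxin; EC50 by Hill fit.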
rTrxR1 inhibitor: inhibitors of rat thioredoxin reductase 1; 390,000 compounds, 1% hits; Potency, µM (highest dose often 114 µM), without a hit: at the top dose activity change, negative = inhibition, usual class: inhibitors; O89049; recombinant rTrxR1, NADPH fluorescence consumption, selenite substrate; AID 588453; also: % is scaled to controls: 0 for no effect and ±100 for the full control effect; nearly all actives have a fitted effect of over 65% in size
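Rat TrxR1 (90 nM in the dispensed reagent) was pre-reduced with 400 uM NADPH for 5 min at room temperature, then incubated with compound for 15 min. After 400 uM selenite was added, NADPH fluorescence (Ex 340/Em 450 nm) was followed for 8 min.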
USP1 inh: blocks the human USP1/UAF1 deubiquitinase complex; O94782; recombinant USP1/UAF1, Ub-Rhodamine cleavage fluorescence; Potency, µM (top dose mostly 57.1 µM), inactives show at the top dose activity change, negative = inhibition, usual class: inhibitors; 390,000 compounds, 0.23% hits; AID 743255; also: % is scaled to controls: 0 for no effect and ±100 for the full control effect; nearly all actives have a fitted effect of over 60% in size; inactives centre near -12
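Step one: compound is pinned into 1nM USP1/UAF1 in HEPES pH 7.8 buffer with TCEP. Step two: 15 min room-temperature incubation. Step three: Ub-Rho (150nM final) starts cleavage, tracked by fluorescence over six one-minute reads.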
RGS4 inhibitor: blocks human RGS4-accelerated GTP hydrolysis; Transcreener GDP fluorescence polarization, RGS4-accelerated GTP hydrolysis; P49798; 390,000 compounds, 0.039% hits; Potency, µM (doses to about 114 µM), for inactives: top-dose activity change, negative = inhibition, most hits filed as inhibitors; AID 504845; also: % is scaled to controls: 0 for no effect and ±100 for the full control effect; nearly all actives have a fitted effect of over 75% in size; some results filed as inactive show a strong effect at the top dose
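MLSMR compounds (23 nl, pin-transferred) preincubated 10 min at room temperature with a 500nM (2x) first reagent, then RGS4 at 900nM (2x) plus Transcreener GDP mix added; fluorescence polarization (620/688 nm) read before and after 90 min at 30 °C.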
Vif-APOBEC3G blk: Vif-A3G binding inhibition | HeLa A3G-eYFP + Vif (tagged APOBEC3G with the HIV-1 protein that degrades it), YFP fluorescence, overnight | Potency, µM (top dose mostly 46.1 µM), for the others: top-dose activity, negative = active, usual class: inhibitors | 410,000 compounds, 0.076% hits;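 also: % is scaled to controls: 0 for no effect and ±100 for the full control effect; nearly all actives have a fitted effect of over 60% in size; hits raise eYFP signal because A3G escapes Vif-driven loss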
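Read-out is eYFP fluorescence (Ex 488/Em 500-530) from Vif-expressing HeLa A3G-eYFP cells; more signal means A3G escaped Vif-mediated degradation. Cells plated overnight, compound pinned in, incubated overnight at 37 deg C.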
Vif-APOBEC3F blk: inhibitors of Vif-A3F interaction | HeLa A3F-eYFP + Vif (tagged APOBEC3F with the HIV-1 protein that degrades it), YFP fluorescence increase | Potency, µM (series often up to 46.1 µM), without a hit: top-dose activity, negative = active | 390,000 compounds, 0.2% hits; also: % of control where 0% means no effect; nearly all actives have a fitted effect of over 65% in size
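HeLa cells stably expressing Vif plus C-terminally eYFP-tagged A3F were seeded, incubated overnight at 37 deg C, dosed with compound, incubated overnight again at 37 deg C. Yellow fluorescence (Ex 488/Em 500-530) reported blocked Vif-mediated A3F-eYFP degradation.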
TrxR1 substrate: rat thioredoxin reductase 1 substrate activity. purified TrxR1 substrate turnover, NADPH consumption readout. AID 588456. 390,000 compounds, 0.01% hits. Potency, µM (titrated, usually from 114 µM), for the others: at the highest dose activity change, negative = substrate turnover; also: % is scaled to controls: 0 for no effect and ±100 for the full control effect; nearly all actives have a fitted effect of over 50% in size
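Rat TrxR1, dispensed at 90 nM, was prereduced with 400 uM NADPH (final) for 5 min at ~22 deg C, then incubated with compound 15 min before 400 uM selenite. A first-read NADPH fluorescence drop versus no-compound background flagged substrates.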
IDH1 R132H inh: human IDH1 R132H inhibition | O75874 | IDH1-R132H enzyme, NADPH consumption, diaphorase/resazurin fluorescence | Potency, µM (doses to about 76.6 µM), for the others: top-dose activity change, negative = inhibition, most hits filed as inhibitors | 390,000 compounds, 0.093% hits | AID 602179; also: % is scaled to controls: 0 for no effect and ±100 for the full control effect; nearly all actives have a fitted effect of over 65% in size
Target sequence (O75874 whole entry R132H, stated change not applied): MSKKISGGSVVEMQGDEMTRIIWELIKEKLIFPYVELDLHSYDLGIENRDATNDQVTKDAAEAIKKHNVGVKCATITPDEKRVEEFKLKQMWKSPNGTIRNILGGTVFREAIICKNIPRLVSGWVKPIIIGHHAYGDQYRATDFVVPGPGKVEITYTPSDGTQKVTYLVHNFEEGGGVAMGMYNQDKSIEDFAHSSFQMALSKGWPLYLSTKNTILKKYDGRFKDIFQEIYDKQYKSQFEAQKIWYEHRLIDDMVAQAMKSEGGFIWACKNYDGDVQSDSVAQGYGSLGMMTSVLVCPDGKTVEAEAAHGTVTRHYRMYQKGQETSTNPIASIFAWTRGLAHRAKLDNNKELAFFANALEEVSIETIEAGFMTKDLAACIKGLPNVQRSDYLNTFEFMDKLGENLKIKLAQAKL
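IDH1-R132H (0.5 ug/mL) preincubated 30 min with compound, then NADPH (0.016 mM) and alpha-KG (2 mM) added; 80 min at RT, pH 7.5. Remaining NADPH coupled via diaphorase/resazurin to fluorescence (540/590 nm); concentration-response curves normalized to no-enzyme control.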
ALOX12 inh: blocks human arachidonate 12S-lipoxygenase. P18054. purified 12hLO, xylenol orange hydroperoxide absorbance. Potency, µM (titrated, usually from 108 µM), without a hit: top-dose activity change, negative = inhibition, actives largely listed as inhibitors. 580,000 compounds, 1.1% hits; also: % is scaled to controls: 0 for no effect and ±100 for the full control effect
Target sequence (P18054 whole entry, looked up): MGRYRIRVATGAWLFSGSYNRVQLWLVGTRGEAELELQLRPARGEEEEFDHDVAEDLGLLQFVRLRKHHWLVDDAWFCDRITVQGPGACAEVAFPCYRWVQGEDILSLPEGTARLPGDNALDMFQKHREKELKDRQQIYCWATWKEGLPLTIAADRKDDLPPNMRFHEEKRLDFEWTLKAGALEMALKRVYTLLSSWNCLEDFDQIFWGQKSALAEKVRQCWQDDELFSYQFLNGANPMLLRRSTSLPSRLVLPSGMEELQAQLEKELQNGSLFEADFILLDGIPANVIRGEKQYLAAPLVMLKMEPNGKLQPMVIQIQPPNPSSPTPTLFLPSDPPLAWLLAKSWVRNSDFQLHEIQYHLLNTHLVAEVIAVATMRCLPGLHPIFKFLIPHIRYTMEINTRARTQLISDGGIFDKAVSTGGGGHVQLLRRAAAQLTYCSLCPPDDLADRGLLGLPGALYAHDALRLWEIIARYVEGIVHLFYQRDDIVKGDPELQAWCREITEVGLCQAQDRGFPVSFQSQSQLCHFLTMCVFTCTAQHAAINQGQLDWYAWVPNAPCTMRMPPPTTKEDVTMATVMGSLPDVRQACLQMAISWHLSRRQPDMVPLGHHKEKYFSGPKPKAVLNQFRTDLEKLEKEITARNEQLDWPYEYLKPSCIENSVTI
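Purified human 12hLO at 150 nM in 25 mM Hepes, 0.01% Triton X-100, pH 7.0, preincubated 15 min at room temperature with compound. Reaction started with 40 uM arachidonic acid, 30 min at room temperature. Hydroperoxide measured by Fe-xylenol orange, 573/405 nm absorbance ratio.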
An asterisk follows results filed as active; ? = inconclusive; / = not tested or not shown; [ ] = remark or other dose. Calls follow the shape of the dose curve; as a rule, active = well fitted curve in the direction sought with a large enough effect; inconclusive = small, poorly fitted or top-dose-only effect, or another doubt; inactive = no such curve, though single readings can be large; an effect the other way counts as inactive or inconclusive. Potency is read from the fitted curve at half-maximal effect.

SMILES	RXFP1 ag	rTrxR1 inhibitor	USP1 inh	RGS4 inhibitor	Vif-APOBEC3G blk	Vif-APOBEC3F blk	TrxR1 substrate	IDH1 R132H inh	ALOX12 inh
O=C(c1ccc(-c2cccc(C(F)(F)F)c2)o1)N1CCN(c2ccccc2)CC1	3.0%	-14%	-11%	-20%	-1%	9%	-14%	-2%	?
COc1cc(C=C2C(=O)OC(c3ccccc3)OC2=O)cc(Br)c1O (stereo not given)	3.9%	?	-22%	-26%	0%	2%	-2%[57.1 µM]	6%	?
CN(CCc1ccccn1)C(=O)CCC1CCCN(C(=O)c2c3c(nn2C)CCCC3)C1 (stereo not given)	1.1%	1%	-14%	-27%	6%	18%	-5%	-2%	3%
O=C(NCCc1ccccc1)c1nn(-c2ccccc2F)nc1CO	-0.3%	6%	3%	-11%	-1%	-1%	-4%	5%	0%
COc1cccc(N2CCN(C(=O)c3cnc4c(-c5ccccc5)c(C)nn4c3C)CC2)c1	2.7%	-4%[57.1 µM]	-18%	6%	-6%	-3%	1%[57.1 µM]	3%	1%
O=C(Nc1cccnc1)C1(F)C(F)(F)C(F)(F)C(F)(F)C(F)(F)C1(F)F	-0.1%	?	-18%	25%	-2%	-7%	-10%[57.1 µM]	2%	?
COc1ccc(NC(=O)CN2CCCCCC2)cc1OC	-4.4%	2%	10%	-13%	1%	-12%	-2%	-3%	-2%
CCOc1ccc(CN(C)C(=O)c2cccc(S(=O)(=O)Nc3ccccc3OC)c2)cc1OC	/	/	-12%	/	-2%	-5%	/	-1%	26%
O=S(=O)(/N=C(/Nc1ccccn1)c1ccccc1)c1ccc(F)cc1	-1.0%	10%	-10%	-5%	-5%	1%	-1%	-4%	-30%
OC(COc1ccc2c(c1)CCC2)Cn1cnc2ccccc21 (stereo not given)	0.1%	5%	-11%	-13%	0%	0%	-6%[57.1 µM]	8%	2%
COc1cccc(-n2c(COc3ccccc3C)nnc2SCC(=O)O)c1	-0.1%	7%	-2%	10%	-1%	1%	3%	2%	1%
CCn1c(=O)c(=O)n(CC)c2cc(S(=O)(=O)Nc3cccc(OC)c3)ccc21	-0.4%	1%	-1%	23%	4%	6%	-14%	1%	20%
O=C(CCCn1c(SCC(=O)c2ccc(Cl)cc2)nc2ccccc2c1=O)NCc1ccco1	3.7%	-9%	-13%	17%	-10%	-2%	-5%	-1%	0%
Cc1c(NC(=O)c2cccc(F)c2)c(=O)n(-c2ccccc2)n1C	1.5%	11%	-4%	-14%	1%	5%	5%	0%	7%
CN(C)c1c(F)cc(C(=O)NC(=O)NCc2cccnc2)cc1F	0.9%	9%	-17%	-4%	5%	-1%	4%	4%	?

Three records picked at random from the list so far:
SMILES	RXFP1 ag	rTrxR1 inhibitor	USP1 inh	RGS4 inhibitor	Vif-APOBEC3G blk	Vif-APOBEC3F blk	TrxR1 substrate	IDH1 R132H inh	ALOX12 inh
COc1ccc(NC(=O)CN2CCCCCC2)cc1OC	-4.4%	2%	10%	-13%	1%	-12%	-2%	-3%	-2%
COc1cc(C=C2C(=O)OC(c3ccccc3)OC2=O)cc(Br)c1O (stereo not given)	3.9%	?	-22%	-26%	0%	2%	-2%[57.1 µM]	6%	?
COc1cccc(N2CCN(C(=O)c3cnc4c(-c5ccccc5)c(C)nn4c3C)CC2)c1	2.7%	-4%[57.1 µM]	-18%	6%	-6%	-3%	1%[57.1 µM]	3%	1%

Next section
SMILES	RXFP1 ag	rTrxR1 inhibitor	USP1 inh	RGS4 inhibitor	Vif-APOBEC3G blk	Vif-APOBEC3F blk	TrxR1 substrate	IDH1 R132H inh	ALOX12 inh
COc1ccc(C(=O)c2cc([N+](=O)[O-])ccc2N2CCN(C)CC2)cc1	-1.6%	-6%[57.1 µM]	-2%	26%	?	?	-6%[57.1 µM]	-6%	-11%
CN1CCN(C(=S)c2ccc(OCC(=O)Nc3cccc(C(F)(F)F)c3)cc2)CC1	0.1%	-10%	-22%	-6%	2%	-4%	-13%	7%	-7%
O=C(C1CCCO1)N1CCN(C(=S)NC2CC2)CC1 (stereo not given)	-0.9%	12%	-18%	-18%	1%	4%	1%	0%	-28%
Cc1ccc(CSc2nc3cccnc3n2Cc2ccc(C(=O)NC3CC3)cc2)cc1	20%	14%	4%	-10%	-1%	-1%	9%	0%	-5%
CCCCC(=O)NC(c1ccc(OC)cc1)c1ccc2cccnc2c1O (stereo not given)	/	/	-24%	/	-18%	?	/	9%	?
Cc1ccc(S(=O)(=O)N2CCCN(S(=O)(=O)c3ccccc3Br)CC2)cc1	/	10%	-23%	1%	4%	5%	-5%	-7%	-49%
CC(C)(C)CN1CCC(Oc2cccc(C(=O)NCCCOc3cccnc3)c2)CC1	-0.6%	6%	-25%	-15%	2%	-1%	-1%	6%	-3%
COC(=O)c1cccc(NC(=O)NC23CC4CC(CC(C4)C2)C3)c1	-1.4%	0%[57.1 µM]	-17%	-3%	4%	5%	-3%[57.1 µM]	-1%	0%
CC(=O)Oc1ccc(C(=O)Nc2ccccc2C(=O)Nc2ccc(C(=O)O)cc2)cc1	-0.2%	5%	-22%	8%	-9%	-3%	3%	1%	4.5µM*
O=C(O)CSc1nc(SCc2ccccc2Cl)nc2c1CCCC2	0.0%	10%	-14%	-6%[56.9 µM]	2%	-4%	1%	-5%	0%
COCCNC(=O)CN(C)S(=O)(=O)c1ccc(Br)cc1	1.3%	2%	-19%	7%	0%	5%	0%	3%	-9%
CN(CCNC(=O)C1CCC(=O)N(Cc2ccc(Cl)cc2)C1)CCc1ccccc1 (stereo not given)	-0.7%	-13%	5%	-9%	-8%	2%	-3%	1%	0%
COc1cccc(NC(=S)N2CCN(C)CC2)c1	0.8%	4%	-6%	13%	2%	-10%	-4%	-6%	16%
COc1ccc(-c2csc(NC3=NCCCCC3)n2)cc1	-0.3%	-4%	-17%	11%	1%	-2%	-4%	1%	7%
O=[N+]([O-])c1ccc(S(=O)(=O)NCC(c2cccnc2)N2CCOCC2)cc1 (stereo not given)	1.9%	23%	-9%	-13%	3%	-3%	0%	-2%	-1%
CCOC(=O)c1cc(-c2ccc(C)cc2)n(CCC(=O)NC(C)CC)c1C (stereo not given)	-0.6%	59%[activator][57.1 µM]	-15%	-35%	-6%	-7%	45%[activator][57.1 µM]	9%	-12%
C[n+]1cc[nH]c1SCC(=O)c1ccccc1	0.1%	7%[57.1 µM]	-17%	-48%	0%	11%	-8%[57.1 µM]	9%	?
CCN1CCN(C(=O)/C=C/c2ccc(C)cc2)CC1	-2.5%	9%	-17%	8%	-1%	-6%	-2%	5%	0%
CC(C)COC(=O)/C(C#N)=C\c1ccc(-c2ccccc2Cl)o1	2.1%	16%	-18%	10%	0%	-3%	17%	-3%	?
Cc1c(NC(=O)c2cc3ccccc3c(=O)s2)c(=O)n(-c2ccccc2)n1C	1.1%	24%	?	13%	2%	1%	1%	-4%	14%
COc1cccc(OC)c1NC(=O)C1CCCN1C(=O)Nc1cccc(Cl)c1 (stereo not given)	0.2%	-8%	7%	17%	-5%	5%	-6%	0%	0%
CC(=O)OCC=C1CCC2C3CC(C)C4=CC(=O)CCC4(C)C3C(O)CC12C (stereo not given)	/	8%[2.29 µM]	-8%	-10%	-3%	2%	-12%[57.1 µM]	4%	-17%
O=C(c1ccc(-c2ccc([N+](=O)[O-])cc2)o1)N1CCCCCCC1	0.6%	5µM*	-12%	?	-20%	12%	-11%	-10%	?
COc1ccc(OC)c(CCNC(=O)c2c(C)oc3ncn(C)c(=O)c23)c1	-1.2%	11%	-9%	9%	-9%	-4%	4%	-10%	-20%
O=C1C=C(c2ccc(Cl)nc2)C[C@@H](c2ccc3c(c2)OCO3)C1	1.5%	-6%	?	17%	-3%	-11%	-8%	7%	-14%
COc1ccccc1CN1CC(C(=O)N(C)CCc2nc3ccc(F)cc3[nH]2)CCC1=O (stereo not given)	0.9%	17%	-28%	-7%	-4%	3%	8%	-6%	1%
CCc1cc2c(cc3c(=O)n(CC(=O)N4CCC(C)CC4)nc(CC)n32)s1	1.3%	4%	0%	-17%	4%	-1%	0%	-15%	-18%
Cc1ccc(Nc2ccc(S(=O)(=O)N3CCOCC3)cc2[N+](=O)[O-])c(C)c1	2.3%	-7%	-11%	-13%	3%	-1%	-5%	6%	-18%
COC(=O)C1=C(C)N(Cc2ccccc2)C(=O)N[C@H]1c1ccccc1	0.2%	6%[57.1 µM]	-12%	6%	-13%	-1%	8%[57.1 µM]	-7%	3%
COc1ccc(NC(=O)CSC2=Nc3ccccc3C3=NC(CC(=O)NCc4ccco4)C(=O)N23)cc1 (stereo not given)	6.6%	12%[57.1 µM]	-23%	15%	-3%	0%	-3%[57.1 µM]	-16%	-12%
CS(=O)(=O)Nc1ccc(C(=O)NCc2ccc3c(c2)OCO3)cc1	-0.4%	27%	2%	9%	3%	-3%	8%	5%	-1%
CC(=O)Nc1cccc(OCc2c(F)cccc2Cl)c1	-3.6%	-2%[57.1 µM]	-17%	2%	-1%	-18%	-4%[57.1 µM]	-9%	-1%
Cc1cc(C)n(/N=C/c2c[nH]c3ccccc23)c(=O)c1C#N	-1.1%	12%	-21%	-24%	-5%	0%	-8%	5%	3%

Screening results as filed in PubChem.

These rows are one share of the data; rates above refer to the full screens.
